GSK3B inh – human GSK3beta kinase inhibitors, primary screen, biochemical, cell-free homogeneous, HTS | 300,000 compounds, 0.038% hits | activity score (negative = inhibition), % at 10 µM | AID 2097, 2009 | GST-GSK3beta kinase, ADP-Glo luminescence, 60 min; hits give low values;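 active = more than half of replicate wells score below -50%, meaning over 50% inhibition versus plate controls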;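 note: 0% = median DMSO wells and -100% = median GW8510 positive control wells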
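Assay system: GST-tagged human GSK3beta kinase, cell-free; Input: 1.6 ng GSK3beta; Medium: Tris/MgCl2 kinase buffer; Timing: 60 min enzyme reaction, room temperature; Signal: ADP-Glo luminescence quantifying ADP generated by kinase; Evaluation: score relative to plate controls; Benchmarks: DMSO neutral wells and GW8510 at 20 µM as positive.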
HSF-1 act – HSF-1 activators, primary screen, NIH3T3-HGL cells, MG132 stress, luminescence, single point. NIH3T3-HGL HSF-1 luciferase reporter, 8 h; 100% = twice DMSO control signal. activation, % at 9 µM. 300,000 compounds, 1.7% hits;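 active = mean replicate activation of at least 50% with a set share of replicates each reaching 50%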;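 note: 0% = median of the neutral control wells and 100% = twice that signal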
HDAC3 inhib – HDAC3 deacetylase inhibitors, primary screen, biochemical, fluorescence, cell-free homogeneous; recombinant HDAC3, fluorogenic peptide/trypsin coupled; inhibition, % at 8.3 µM; 320,000 compounds, 0.15% hits; AID 2718, 2010; in the data active = inhibition above about 26%, passing the limit was not always enough
Target sequence (O15379 whole entry, looked up): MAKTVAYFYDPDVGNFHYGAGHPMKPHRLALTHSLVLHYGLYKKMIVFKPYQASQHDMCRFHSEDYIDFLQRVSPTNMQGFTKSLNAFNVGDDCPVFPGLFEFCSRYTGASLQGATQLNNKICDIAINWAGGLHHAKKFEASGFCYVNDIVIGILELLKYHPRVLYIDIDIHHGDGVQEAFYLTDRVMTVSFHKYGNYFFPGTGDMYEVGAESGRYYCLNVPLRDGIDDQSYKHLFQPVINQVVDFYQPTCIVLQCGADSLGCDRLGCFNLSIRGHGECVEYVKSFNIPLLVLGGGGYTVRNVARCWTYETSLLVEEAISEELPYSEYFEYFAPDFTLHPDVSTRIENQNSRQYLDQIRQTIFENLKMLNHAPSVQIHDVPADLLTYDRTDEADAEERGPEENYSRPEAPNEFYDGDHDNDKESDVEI
HSP90 refold inh – HSP90 inhibitors, primary screen, cell lysate, luminescence | 290,000 compounds, 0.91% hits | AID 1789, 2009 | Heat shock protein HSP 90 (rabbit reticulocyte lysate; luciferase refolding) | Rabbit reticulocyte lysate, luciferase refolding luminescence, 3 h | inhibition, % at 5.6 µM;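 active = inhibition above the screen-wide mean plus 3 SD, computed separately per campaign, cut at about 16% in these data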;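 note: 0% = DMSO wells and 100% = 60 µM geldanamycin wells; inhibitors lower the luminescence because luciferase stays unfolded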
Platelet DG rel – inhibitors of platelet dense granule secretion, primary screen, cell-based, MLPCN, human platelets; 300,000 compounds, 0.22% hits; human platelet-rich plasma, SFLLRN dense granule ATP release, luminescence; inhibition, %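 (compounds screened at 7.5 µM in platelet-rich plasma)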;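 active = mean replicate score, as percent of positive control, at or above 50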
PolyA inh – polyadenylation inhibitors in yeast reporter cells, primary screen, luminescence, S. cerevisiae; S. cerevisiae SKY197-pL101 polyadenylation reporter, beta-gal luminescence; efflux-impaired pdr1/pdr3 knockout yeast; score 100 = 6 SD above DMSO; 300,000 compounds, 0.02% hits; calls only at 12 µM;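 active = lowest replicate activity score at least 50, where 100 means six control SD above control mean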;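 note: yeast exposed to compound for 9 h at 30 °C; higher score means more reporter readthrough which indicates perturbed polyadenylation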
AI-2 QS modul – Vibrio harveyi AI-2 quorum sensing modulators, primary screen, JMH597 strain, luminescence/OD600 ratio. Vibrio harveyi JMH597 AI-2 luminescence/OD600 ratio, 9 h; hits give low values; strain lacks LuxN and CqsS sensors; 0 = neutral-control median. activity change, % at 7.5 µM. 300,000 compounds, 0.4% hits. AID 2094, 2009; in the data active = activity change below about -75%, passing the limit was not always enough;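 note: luminescence divided by OD600 gain over 9 h not by final OD600 alone; inactives centre near 13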
DYRK1A inh – rat Dyrk1A kinase inhibitors, primary screen, biochemical, single point, plate reader. Dual specificity tyrosine-phosphorylation-regulated kinase 1A (Rattus norvegicus), Q63470. ADP-Glo luminescence, NFATc1 peptide. inhibition, % at 12.5 µM. 310,000 compounds, 0.43% hits; in the data active = inhibition above about 50%;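 note: plate controls were vehicle with enzyme for no effect and no enzyme for full effect; many of its hits are not listed in these tables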
HSF1 inhib – HSF1 inhibitors in luciferase reporter cells, primary screen, cell-based, NIH3T3, luminescence; NIH3T3-HGL HSE-luciferase, MG132-induced, luminescence 8 h; hits give low values; activity change, negative = inhibition, % at 7.5 µM (by protocol); 300,000 compounds, 0.77% hits; AID 2098, 2009;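 active = more than half of replicate wells show activity change below -50%, luminescence cut by over half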;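 note: luciferase reports HSF-1 transcriptional activity via heat shock element; 0% = median of DMSO wells and -100% = zero luminescence signal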
GSK3 alpha inh – blockers of GSK3A enzyme activity – biochemical, luminescence, cell-free homogeneous, HTS, primary screen | inhibition, % at 10 µM | Glycogen synthase kinase-3 alpha (Homo sapiens), P49840 | 320,000 compounds, 0.1% hits | GSK-3 alpha kinase, ADP-Glo luminescence, 60 min;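 in the data active = inhibition above about 50%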;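 note: GST-tagged GSK-3 alpha with peptide substrate and 25 µM ATP; 0% = DMSO neutral wells and 100% = GW8510 positive control wells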
Target sequence (P49840 whole entry, looked up): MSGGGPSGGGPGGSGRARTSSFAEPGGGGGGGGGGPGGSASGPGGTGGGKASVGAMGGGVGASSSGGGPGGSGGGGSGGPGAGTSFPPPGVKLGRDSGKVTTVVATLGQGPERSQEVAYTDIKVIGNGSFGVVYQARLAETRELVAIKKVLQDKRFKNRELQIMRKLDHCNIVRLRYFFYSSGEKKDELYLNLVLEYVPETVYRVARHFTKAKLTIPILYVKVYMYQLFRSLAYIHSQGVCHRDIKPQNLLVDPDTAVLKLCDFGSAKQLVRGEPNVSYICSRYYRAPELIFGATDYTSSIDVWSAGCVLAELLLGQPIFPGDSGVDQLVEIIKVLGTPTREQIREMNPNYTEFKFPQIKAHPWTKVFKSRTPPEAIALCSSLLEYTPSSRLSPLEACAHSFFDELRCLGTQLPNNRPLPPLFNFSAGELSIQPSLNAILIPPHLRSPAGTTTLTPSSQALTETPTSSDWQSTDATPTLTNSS
* = called active by the depositor. Not all compounds are listed (hit frequency here may not be typical).

CC(CC(=O)N1CCN(c2ccccc2)CC1)S(=O)(=O)c1ccc2c(c1)NC(=O)CO2 (stereo not given) was read as GSK3B inh -1, HSF-1 act 2, HDAC3 inhib 6, HSP90 refold inh 2, Platelet DG rel -11, PolyA inh inactive, AI-2 QS modul 22, DYRK1A inh -1, HSF1 inhib -2 and GSK3 alpha inh 6.
`Cc1ccc(C(=O)Nc2cccc(C(=O)O)c2)cc1S(=O)(=O)N1CCOCC1` gave GSK3B inh 3, HSF-1 act -18, HDAC3 inhib 1, HSP90 refold inh 11, Platelet DG rel 5, PolyA inh inactive, AI-2 QS modul 19, DYRK1A inh -1, HSF1 inhib -4 and GSK3 alpha inh 0.
For O=C(Cn1c(=O)n(Cc2ccc(F)cc2)c(=O)c2ccccc21)NCC1CCCO1 (stereo not given) the results were GSK3B inh -6, HSF-1 act -6, HDAC3 inhib -3, HSP90 refold inh 18*, Platelet DG rel 2, PolyA inh inactive, AI-2 QS modul -5, DYRK1A inh 4, HSF1 inhib -5 and GSK3 alpha inh -3.
For CCc1ccc(CN2CCCC(C(=O)Nc3ccccc3-c3ccc(OC)cc3)C2)o1 (stereo not given) the results were GSK3B inh 3, HSF-1 act 3, HDAC3 inhib 1, HSP90 refold inh 2, Platelet DG rel 7, PolyA inh inactive, AI-2 QS modul 10, DYRK1A inh -5, HSF1 inhib 5 and GSK3 alpha inh 0.
O=C(NCc1cccs1)C1CC(c2ccccc2O)=NO1 (stereo not given) was read as GSK3B inh 4, HSF-1 act 46, HDAC3 inhib 2, HSP90 refold inh 2, Platelet DG rel 0, PolyA inh inactive, AI-2 QS modul 26, DYRK1A inh -1, HSF1 inhib 14 and GSK3 alpha inh -5.
O=C(Cc1n[nH]c(=O)[nH]c1=O)N/N=C/CCc1ccccc1 was read as GSK3B inh 1, HSF-1 act 9, HDAC3 inhib -1, HSP90 refold inh -1, Platelet DG rel 5, PolyA inh inactive, AI-2 QS modul 12, DYRK1A inh 3, HSF1 inhib -3 and GSK3 alpha inh 0.
Screening CCn1c(CSc2nncn2-c2ccc(OC)cc2)nc2cc(S(=O)(=O)N(C)C)ccc21 returned GSK3B inh 2, HSF-1 act 4, HDAC3 inhib -4, HSP90 refold inh 0, Platelet DG rel -3, PolyA inh inactive, AI-2 QS modul 11, DYRK1A inh 9, HSF1 inhib -7 and GSK3 alpha inh 0.
For CCCN(C(=O)Cc1nc(N)n[nH]1)C1(C(=O)Nc2c(C)cccc2C)CCCCC1 the results were GSK3B inh 0, HSF-1 act -9, HDAC3 inhib -5, HSP90 refold inh 2, Platelet DG rel -3, PolyA inh inactive, AI-2 QS modul 5, DYRK1A inh -2, HSF1 inhib 1 and GSK3 alpha inh -2.
Screening Cc1ccc(CNC(=O)c2ccc(N3CCC4(CC3)CC(c3ccccc3)=NO4)c(NC(=O)c3ccc(Cl)c([N+](=O)[O-])c3)c2)cc1 returned GSK3B inh 4, HSF-1 act 29, HDAC3 inhib -6, Platelet DG rel -1, PolyA inh inactive, AI-2 QS modul 8, DYRK1A inh 4, HSF1 inhib 5 and GSK3 alpha inh -3.
`Cc1c(Br)cc(C(=O)N2CCCCCC2)c(C)c1C` gave GSK3B inh 2, HSF-1 act -3, HDAC3 inhib 4, HSP90 refold inh 3, Platelet DG rel 3, PolyA inh inactive, AI-2 QS modul 32, DYRK1A inh -6, HSF1 inhib -1 and GSK3 alpha inh 0.

Of the compounds above, these contain an NH in an aromatic ring.
O=C(Cc1n[nH]c(=O)[nH]c1=O)N/N=C/CCc1ccccc1 was read as GSK3B inh 1, HSF-1 act 9, HDAC3 inhib -1, HSP90 refold inh -1, Platelet DG rel 5, PolyA inh inactive, AI-2 QS modul 12, DYRK1A inh 3, HSF1 inhib -3 and GSK3 alpha inh 0.
For CCCN(C(=O)Cc1nc(N)n[nH]1)C1(C(=O)Nc2c(C)cccc2C)CCCCC1 the results were GSK3B inh 0, HSF-1 act -9, HDAC3 inhib -5, HSP90 refold inh 2, Platelet DG rel -3, PolyA inh inactive, AI-2 QS modul 5, DYRK1A inh -2, HSF1 inhib 1 and GSK3 alpha inh -2.

Back to the main list; the two compounds before the break are reprinted first.
Screening Cc1ccc(CNC(=O)c2ccc(N3CCC4(CC3)CC(c3ccccc3)=NO4)c(NC(=O)c3ccc(Cl)c([N+](=O)[O-])c3)c2)cc1 returned GSK3B inh 4, HSF-1 act 29, HDAC3 inhib -6, Platelet DG rel -1, PolyA inh inactive, AI-2 QS modul 8, DYRK1A inh 4, HSF1 inhib 5 and GSK3 alpha inh -3.
`Cc1c(Br)cc(C(=O)N2CCCCCC2)c(C)c1C` gave GSK3B inh 2, HSF-1 act -3, HDAC3 inhib 4, HSP90 refold inh 3, Platelet DG rel 3, PolyA inh inactive, AI-2 QS modul 32, DYRK1A inh -6, HSF1 inhib -1 and GSK3 alpha inh 0.
Screening O=C(CSc1nc2ncc(Cl)cc2[nH]1)N(Cc1ccccc1)C1CCS(=O)(=O)C1 (stereo not given) returned GSK3B inh 1, HSF-1 act 3, HDAC3 inhib 0, HSP90 refold inh 0, Platelet DG rel 0, PolyA inh inactive, AI-2 QS modul 6, DYRK1A inh 18, HSF1 inhib 5 and GSK3 alpha inh -1.
For CCOC(=O)Cc1csc(NC(=O)CSc2nnc(Cc3csc(N)n3)n2C)n1 the results were GSK3B inh 1, HSF-1 act 4, HDAC3 inhib 1, HSP90 refold inh 4, Platelet DG rel 1, PolyA inh inactive, AI-2 QS modul 15, DYRK1A inh -13, HSF1 inhib -4 and GSK3 alpha inh -1.
For COc1ccc(/C=N\NC(=O)c2c(C)nc3ccc(Br)cn23)cc1 the results were GSK3B inh -1, HSF-1 act 23, HDAC3 inhib 4, HSP90 refold inh 1, Platelet DG rel -1, PolyA inh inactive, AI-2 QS modul 9, DYRK1A inh 20, HSF1 inhib 9 and GSK3 alpha inh 1.
O=C(NCCc1csc(-c2cccnc2)n1)c1ccccc1 was read as GSK3B inh 0, HSF-1 act -14, HDAC3 inhib 0, HSP90 refold inh 0, Platelet DG rel 15, PolyA inh inactive, AI-2 QS modul 7, DYRK1A inh 2, HSF1 inhib -8 and GSK3 alpha inh 1.
For COc1ccc(NC(=S)N2CCN(S(=O)(=O)c3ccc(C)cc3)CC2)cc1 the results were GSK3B inh -3, HSF-1 act -18, HDAC3 inhib -3, HSP90 refold inh 0, Platelet DG rel -2, PolyA inh inactive, AI-2 QS modul 29, DYRK1A inh 2, HSF1 inhib -12 and GSK3 alpha inh 0.
`CCOC(=O)c1ccc(CNC(=O)CSc2nc(NC(=O)c3ccccc3)c3c(C)c(C)oc3n2)cc1` gave GSK3B inh -4, HSF-1 act 5, HDAC3 inhib -4, HSP90 refold inh 1, Platelet DG rel 6, PolyA inh inactive, AI-2 QS modul 20, DYRK1A inh 1 and HSF1 inhib 4.
O=C(Nc1cc(C(F)(F)F)ccc1Cl)c1ccc(NC(=O)C(F)(F)F)cc1 was read as GSK3B inh 0, HSF-1 act -4, HDAC3 inhib 2, HSP90 refold inh -3, Platelet DG rel 16, PolyA inh inactive, AI-2 QS modul 24, DYRK1A inh 0, HSF1 inhib 2 and GSK3 alpha inh 0.
`O=C(NCCCc1ccccc1)C(=O)NCC1OCCN1S(=O)(=O)c1ccccc1` (stereo not given) gave GSK3B inh 2, HSF-1 act 16, HDAC3 inhib -3, HSP90 refold inh 0, Platelet DG rel -2, PolyA inh inactive, AI-2 QS modul 6, DYRK1A inh -14, HSF1 inhib 3 and GSK3 alpha inh 0.
For C#CCOCCOCCOCCNc1nc(N2CCN(C(=O)C([C@@H](C)CC)n3cc(C(N)CO)nn3)CC2)nc(N2CCN(C(=O)[C@H](CCC(=O)O)n3cc(C(N)CC(C)C)nn3)CC2)n1 (stereo not given in full) the results were GSK3B inh 5, HSF-1 act -2, HDAC3 inhib 3, HSP90 refold inh 11, Platelet DG rel -1, PolyA inh inactive, AI-2 QS modul 17, DYRK1A inh -1, HSF1 inhib -4 and GSK3 alpha inh -3.
`COc1ccc(C[C@H]2CN3C(=NC[C@@H]3Cc3ccccc3)N2CCNC(=O)CCC2CCCCC2)cc1` gave GSK3B inh -3, HSF-1 act 34, HDAC3 inhib 10, HSP90 refold inh 10, Platelet DG rel -5, PolyA inh inactive, AI-2 QS modul 34, DYRK1A inh 8, HSF1 inhib 7 and GSK3 alpha inh -16.
Screening COc1ccc(-n2nnnc2SCC(=O)Nc2nnn(C)n2)cc1 returned GSK3B inh 1, HSF-1 act -3, HDAC3 inhib 10, HSP90 refold inh -5, Platelet DG rel -3, PolyA inh inactive, AI-2 QS modul 18, DYRK1A inh 2, HSF1 inhib -5 and GSK3 alpha inh 4.
Screening Cn1cnc(S(=O)(=O)N2CCN(c3ccccc3)CC2)c1 returned GSK3B inh 2, HSF-1 act 22, HDAC3 inhib -7, HSP90 refold inh -3, Platelet DG rel -2, PolyA inh inactive, AI-2 QS modul 0, DYRK1A inh -5, HSF1 inhib 4 and GSK3 alpha inh -1.
`O=S(CC(O)COCc1ccc(Cl)cc1)c1ccccn1` (stereo not given) gave GSK3B inh -3, HSF-1 act 9, HDAC3 inhib 3, HSP90 refold inh -1, Platelet DG rel -3, PolyA inh inactive, AI-2 QS modul 13, DYRK1A inh 0, HSF1 inhib 6 and GSK3 alpha inh -3.
For COc1ccc(OC)c(C2CC(=O)N3CN(c4cccc(Cl)c4)CSC3=C2C#N)c1 (stereo not given) the results were GSK3B inh 0, HSF-1 act 2, HDAC3 inhib 5, HSP90 refold inh 4, Platelet DG rel 3, PolyA inh inactive, AI-2 QS modul 9, DYRK1A inh -2, HSF1 inhib 15 and GSK3 alpha inh -2.
For Cn1cccc1/C=C1/SC(=O)N(CC(=O)N2CCCC2)C1=O the results were GSK3B inh 3, HSF-1 act -14, HDAC3 inhib 8, HSP90 refold inh 4, Platelet DG rel -8, PolyA inh inactive, AI-2 QS modul 4, HSF1 inhib -3 and GSK3 alpha inh -2.
`CC(=O)NCCc1ccc(S(=O)(=O)Nc2ccc(C)c(S(=O)(=O)N3CCOCC3)c2)cc1` gave GSK3B inh 2, HSF-1 act -13, HSP90 refold inh 1, Platelet DG rel 5, PolyA inh inactive, AI-2 QS modul 6, DYRK1A inh -1 and HSF1 inhib -1.
Screening CCOc1ccccc1NC(=O)N1CCCN(c2ncccc2C#N)CC1 returned GSK3B inh 0, HSF-1 act -2, HDAC3 inhib -1, HSP90 refold inh 2, Platelet DG rel -1, PolyA inh inactive, AI-2 QS modul 18, DYRK1A inh -5, HSF1 inhib 3 and GSK3 alpha inh -1.
